# CDK5 inh: CDK5/p35 (human) kinase inhibition; Q00535+Q15078; Recombinant CDK5/p35, ADP-Glo luminescence, 60 min; inhibition, % at 10 µM; actives 0.01% (n = 330,000);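 active = highest replicate inhibition of at least 50% and at least 75% of replicates reaching 50%; inconclusive = only one of the two criteria met; inactive = both criteria failed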;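 also: plate controls were DMSO neutral control for no effect and GW8510 at 10 µM for full effect; many of its hits are not listed in these tables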
# Mot1-301 SUMO: blocks SUMOylation pathway, rescuing yeast Mot1-301 growth; actives 1% (n = 320,000); S. cerevisiae Mot1-301 growth rescue, ATP luminescence, 38.5C; percent above DMSO median, 100 means doubled; growth rescue, % at 18.8 µM;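 active = every valid replicate shows activation above 250% relative to neutral control wells; inactive = the rest, any valid replicate at or below 250%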;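 also: OY570 slx delta 5 strain wells were the positive control but not used for scaling; some compounds called inactive have numbers as strong as hits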
# PvdQ acylase: blocks Pseudomonas aeruginosa PvdQ acylase activity. purified PvdQ acylase, fluorescence plate reader. inhibition, % at 10 µM. actives 0.063% (n = 340,000). AID 488965; in the data active = inhibition above about 30%, passing the limit was not always enough; inconclusive = no clear call, values can overlap the other calls;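 also: 0% = vehicle neutral wells and 100% = reference inhibitor wells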
# Rtt109 Vps75: inhibitors of Candida albicans Rtt109/Vps75 histone acetyltransferase; AID 540336; purified Rtt109/Vps75, ThioGlo CoA-SH fluorescence, 4 h; inhibition, % at 34.9 µM; actives 0.16% (n = 330,000);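 active = inhibition of at least 50% in every replicate; inconclusive = best replicate reaches 50% inhibition but some replicates fall short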
# Target sequence (Q5AAJ8 whole entry, looked up): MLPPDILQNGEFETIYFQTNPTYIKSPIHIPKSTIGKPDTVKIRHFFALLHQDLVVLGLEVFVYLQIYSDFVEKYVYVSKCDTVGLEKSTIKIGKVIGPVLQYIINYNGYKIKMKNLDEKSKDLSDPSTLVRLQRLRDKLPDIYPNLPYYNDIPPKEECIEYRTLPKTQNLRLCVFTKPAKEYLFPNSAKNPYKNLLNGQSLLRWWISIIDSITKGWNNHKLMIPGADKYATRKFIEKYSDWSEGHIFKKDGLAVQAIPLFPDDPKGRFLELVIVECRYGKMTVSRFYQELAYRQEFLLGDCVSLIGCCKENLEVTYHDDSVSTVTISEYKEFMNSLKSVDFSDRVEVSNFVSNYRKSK
# Cardiac RTF inh: cardiac RTF calcium desensitization. P19429+P45379. IANBD-labeled cardiac RTF, Ca2+ fluorescence. inhibition, % at 7.15 µM. actives 0.12% (n = 340,000);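 active = inhibition above the mean inhibition of all tested compounds plus 3 SD, cut at about 17% in these data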;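 also: assay run at fixed EC70 calcium of 1.6 mM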
# NSD2 inh: inhibitors of human histone methyltransferase NSD2; O96028; NSD2 peptide methylation, AlphaScreen, 120 min; inhibition, % at 12.5 µM; actives 0.54% (n = 310,000); AID 743445; in the data active = inhibition above about 50%
# RTF Ca sens act: increases calcium sensitivity of human cardiac regulated thin filaments; P19429+P45379; activation, % at 7.2 µM; actives 0.24% (n = 340,000); IANBD-labeled TnC RTF fluorescence at EC20 calcium; 0% EC20 calcium, 100% full calcium;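 active = activation above the mean over all tested compounds plus 3 SD, cut at about 30% in these data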;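 also: rise in fluorescence read as greater calcium sensitivity of cardiac thin filaments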
# Keap1 Nrf2 FP: disrupts human Keap1 binding to Nrf2 peptide. Q14145. Keap1 Kelch-Nrf2 peptide fluorescence polarization, 1536-well. inhibition, % at 9.4 µM. actives 0.15% (n = 340,000); in the data active = inhibition above about 12%; inconclusive = no clear call, values can overlap the other calls; inactive = below about 7.3%;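 also: human Keap1 Kelch domain with fluorescein labeled Nrf2 9mer peptide probe; 0% = neutral control wells and 100% = peptide positive control; higher means more block of Keap1 binding to Nrf2 peptide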
# dFosB act: activators of mouse delta FosB homodimer; purified delta FosB, TAMRA-CDK5 oligo fluorescence polarization; percent of positive-control signal above neutral wells; P13346; actives 0.99% (n = 340,000); AID 493131; activation, % at 25 µM;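 active = mean activation above about 17%, with every replicate also reaching it, limit read from the data, passing the limit was not always enough; inconclusive = only one of the two conditions met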;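 also: fluorescence polarization rise as delta FosB binds a TAMRA Cdk5 AP-1 oligo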
# Target sequence (P13346 whole entry, looked up): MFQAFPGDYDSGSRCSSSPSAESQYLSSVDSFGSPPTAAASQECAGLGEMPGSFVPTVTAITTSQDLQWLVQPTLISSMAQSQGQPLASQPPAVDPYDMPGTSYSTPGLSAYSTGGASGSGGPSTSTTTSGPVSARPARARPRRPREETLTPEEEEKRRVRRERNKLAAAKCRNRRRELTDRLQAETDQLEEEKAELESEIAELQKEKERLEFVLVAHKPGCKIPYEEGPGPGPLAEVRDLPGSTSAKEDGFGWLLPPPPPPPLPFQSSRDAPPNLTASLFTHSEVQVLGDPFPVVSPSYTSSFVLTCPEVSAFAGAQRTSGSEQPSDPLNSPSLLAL
# PfHsp90 yeast 2: growth inhibition of yeast expressing Plasmodium Hsp90; inhibition, % at 9.4 µM; actives 0.32% (n = 310,000); AID 504621; S. cerevisiae expressing PfHsp90, BacTiter-Glo ATP, 48 h; yeast lacking PDR1 and PDR3 efflux regulators;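 active = every replicate shows inhibition above about 80%, whatever the replicate mean, limit read from the data; inconclusive = mean inhibition reaches the set limit but some replicate falls short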;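 also: 0% = DMSO neutral controls and 100% = 20 µM radicicol positive controls; yeast relying on Plasmodium falciparum Hsp90 in place of its own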
# C-LANA FP: blocks KSHV LANA C-terminal domain binding to DNA | inhibition, % at 9 µM | AID 504423 | MBP-C-LANA/FAM-LBS DNA binding, fluorescence polarization | actives 0.078% (n = 340,000);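 active = highest replicate inhibition at or above 60% at 9 µM, even if other replicates fall short; inactive = all replicates below 60% inhibition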;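 also: 0% = neutral control wells and 100% = 4 µM acridine orange control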
# Active calls of the source: *; i = inactive; ? = inconclusive; / = no result given.
SMILES,CDK5 inh,Mot1-301 SUMO,PvdQ acylase,Rtt109 Vps75,Cardiac RTF inh,NSD2 inh,RTF Ca sens act,Keap1 Nrf2 FP,dFosB act,PfHsp90 yeast 2,C-LANA FP
CN(c1ccccc1)S(=O)(=O)c1ccc2c(c1)oc(=O)n2C,-0.5,-15,-4,2,2,39,1,-1,3,1,0.2
COc1ccc(C2NC(=O)c3ccccc3O2)cc1OC (centres undefined),0.0,4,-6,-4,-1,-6,-1,0,-6,5,-1.0
COc1cc(/C=C(/C#N)C(=O)NCCc2c[nH]c3ccccc23)ccc1OCc1ccccc1F,0.0,134,-8,0,-14,7,7,-6,-7,/,-1.5
CCCCC(=O)Nc1cc(N(C)C)nc2ccccc12,-1.3,79,0,9,1,-2,-3,-2,-10,-15,1.0
O=C(CSc1ccc(-c2ccccn2)nn1)c1ccc(F)cc1,-1.2,-21,-14,-4,-2,-10,-2,-2,0,-46,2.4
CCOC(=O)CN1CC23C=CC(O2)C(C(=O)NCc2ccc(F)cc2)C3C1=O (centres undefined),0.5,38,-15,-11,-4,/,2,-1,-4,/,0.3
CCOc1cc2[nH]c(=O)n(CCCCC(=O)N3CCCCCC3)c(=O)c2cc1OCC,-0.7,i,-9,-1,-10,/,4,3,-12,/,-0.5
O=C(CNC1=NCCC1)c1ccc(Cl)cc1,-2.8,43,-1,-2,-13,2,12,-2,-3,-6,-4.5
Nc1cccc(Oc2ccc3c(c2)C(=O)N(CCO)C3=O)c1,-1.6,/,-2,10,-6,2,-4,0,-8,4,-0.3
Cc1cccc(OCc2nnc(SCC(=O)Nc3cccc(C(=O)N4CCOCC4)c3)o2)c1C,0.6,291,-8,12,-11,-1,-1,-3,1,-13,-1.8
Cc1cc(OCCCC(=O)Nc2nnc(C3CC3)s2)ccc1Cl,-11,-1,-2,1,-1,-1,0,-6,-3,-11,0.9
CC(=O)NC12CC3CC(C1)CC(C(=O)N1CCN(S(=O)(=O)c4ccccc4[N+](=O)[O-])CC1)(C3)C2,0.3,-9,4,2,-1,-1,-3,1,-6,20,-1.1
COc1ccc(CCn2c(C3CCCCC3)nc3c(c(=O)c4ccccc4n3C)c2=O)cc1OC,1.0,-2,-4,3,-5,0,2,-2,-3,9,-0.2
Cc1cc(C)cc(N(CCC#N)C(=O)COC(=O)C2CCN(S(=O)(=O)c3ccc(C)c(C)c3)CC2)c1,0.0,7,-11,-7,-8,-1,-7,-3,2,/,-0.3
O=C(CSc1ccsc1[N+](=O)[O-])N1CCN(c2ccc(Cl)cc2)CC1,2.4,324,-14,8,-14,4,-11,0,-20,-125,0.1
Cc1ccc(Nc2nnc(SC(C)C(=O)NCC3CCCO3)s2)cc1C (centres undefined),-0.9,-18,-11,8,-8,-1,-10,5,-4,/,0.8
COc1ccccc1OCC(O)Cn1nc(C)cc1C (centres undefined),1.8,-12,-16,2,-11,/,-2,0,-2,1,-1.1
O=C(NNC(=O)C1CC1c1ccccc1)c1cccc([N+](=O)[O-])c1 (centres undefined),2.5,-6,11,-2,-4,-3,8,0,-10,11,-1.7
O=C(NCc1ccc(F)cc1)C1CC(=O)N(CCc2ccccc2)C1 (centres undefined),1.2,3,8,-2,-13,-3,-1,3,0,-12,-2.4
CCOC(=O)NC(Nc1sc2c(c1C(N)=O)CCCC2)(C(=O)OCC)C(F)(F)F (centres undefined),-2.6,21,-2,-2,-8,0,6,3,-9,7,0.4
O=C(/C=C\c1ccc2c(c1)OCO2)CC1(O)C(=O)Nc2ccccc21 (centres undefined),-0.5,5,-15,1,7,15,1,-2,-5,-4,1.1
Cc1cc(-c2n[nH]c(=S)n2Cc2ccccc2)cs1,3.2,-7,-3,-7,-5,0,2,1,1,-1,0.8
COc1ccc(-c2csc(NC(=O)Cc3cc(OC)c(OC)c(OC)c3)n2)cc1OC,0.3,281,-1,3,-6,5,2,-1,1,-8,0.2
CCCCOC(=O)CSc1nnc(-c2ccc(Cl)cc2Cl)o1,-0.4,-3,-18,-9,-9,-3,1,-2,5,15,-0.1
Cc1ccc(OCc2nc(C#N)c(N3CCCCC3)o2)cc1,-0.6,193,-6,7,-2,3,3,-2,-4,-14,-1.0
CCOC(=O)Cn1c(=O)cc(C)c2ccccc21,-2.2,-16,-4,-7,-10,-4,-4,-4,-9,8,-0.3
COc1ccc(C2=Nn3c(nnc3-c3ccccc3F)SC2)cc1OC1CCOC1 (centres undefined),-1.8,-12,-3,1,-17,/,6,-5,-12,2,4.0
COc1ccc(-c2nc(C#N)c(NCc3ccco3)o2)cc1,1.0,-16,-14,3,-4,-2,1,2,0,-18,-0.4
CS(=O)(=O)c1nc(S(=O)(=O)c2ccc(Cl)cc2)c(N2CCN(CCO)CC2)s1,0.9,0,-7,7,-1,2,-1,2,-15,15,-0.3
O=C1c2ccccc2S(=O)(=O)c2cc(C(=O)N(c3ccccn3)c3ccccn3)ccc21,0.7,5,-16,-12,-1,3,4,-1,-12,10,-0.9
Cc1cccc(NC(=O)CNC(=O)c2cc(C3CC3)nn2-c2ccccc2)c1C,-1.8,/,-7,-5,-17,-1,7,-6,-8,/,2.0
CCOC(=O)CC(=O)CSc1nc2ccc(C)cc2cc1C#N,0.4,14,-1,-10,-2,/,12,0,-10,-2,1.2
C=CCN(CC=C)S(=O)(=O)c1ccc2nc(NC(=O)C3CCCO3)sc2c1 (centres undefined),1.8,34,10,?,0,-2,3,-6,-6,0,-0.9
O=S(=O)(c1ccc(Cl)cc1)c1cc(O)ccc1O,0.3,11,3,-2,-4,6,-7,0,4,4,0.1
C=C[C@@]1(C)CCC(/C(C)=C/C=C/C(C)(C)O)C[C@@H]1C(=C)C (some centres undefined),-2.7,12,-29,7,-1,/,0,-3,-5,15,2.5
Clc1ccc(-n2nnc(-c3cccnc3Cl)n2)cn1,-1.0,35,3,10,-8,/,-4,-1,1,3,0.1
COc1ccccc1NS(=O)(=O)c1cc(NC(=O)C2CCC2)ccc1N1CCCCC1,-0.7,15,-3,-16,-19,-2,-5,1,-8,1,-1.9
S=C(Nc1ccc(-c2nc3ccccc3[nH]2)cc1)Nc1cccnc1,3.9,184,-11,18,1,-2,4,6,?,15,2.1
CC(Sc1nc(-c2ccccc2)cs1)C(=O)Nc1ccc(Cl)cn1 (centres undefined),1.8,-3,0,1,17,-5,1,2,0,-21,0.5
CCN(C(=O)C12CC3CC(CC(C3)C1)C2)C1CCS(=O)(=O)C1 (centres undefined),2.2,-2,-7,4,-3,/,0,3,5,/,-0.8
O=C1CCC2CCCCC2(O)O1 (centres undefined),-0.9,-12,-16,5,-5,-2,1,-4,-3,24,1.3
Cn1c2c(c(=O)n(C)c1=O)CN(Cc1ccc3c(c1)OCO3)CN2,1.1,-2,1,-10,-11,1,-4,0,-9,-1,-0.6
COc1ccccc1/C=C/C(=O)Nc1ccc2c(c1)CCC2,4.6,/,9,-2,-2,0,0,-4,-10,13,0.3
Cc1ncc(CO)c2cc(C(=O)Nc3ccccc3Cl)c(=Nc3cccc(C(N)=O)c3)oc12,0.9,-7,-19,-9,-8,-1,-1,0,-16,-19,-5.4
CCN(CC)S(=O)(=O)c1ccc2[nH]cc(C(=O)NCCc3ccccc3)c(=O)c2c1,2.7,-5,1,7,7,-1,-6,-5,3,0,-1.1
CSc1nsc(SC)c1C(=O)NCCNS(=O)(=O)c1ccc(C)cc1,0.0,-2,-10,1,5,0,0,-3,11,-19,-0.2
CC(=O)NS(=O)(=O)c1ccc(NC(=O)CSc2ccc(C)cc2)cc1,0.7,212,-8,-1,-13,-1,13,-4,-9,-11,-0.9
COCCCn1c(SCC(=O)Nc2cccc(C)n2)nnc1-c1ccco1,0.1,8,-17,-17,-6,-3,3,-3,-3,6,0.6
NC(=O)c1ncc(C(F)(F)F)cc1Oc1cccc(C(F)(F)F)c1,0.6,309*,-19,0,0,0,-2,-3,-1,2,1.9
CCc1sc(C(=O)NCc2cc(C)n(C)n2)cc1Br,0.9,8,6,5,-4,-3,0,2,-7,-11,-0.7

# Gathered by group: the entries above with a furan ring, fused or not
SMILES,CDK5 inh,Mot1-301 SUMO,PvdQ acylase,Rtt109 Vps75,Cardiac RTF inh,NSD2 inh,RTF Ca sens act,Keap1 Nrf2 FP,dFosB act,PfHsp90 yeast 2,C-LANA FP
COc1ccc(-c2nc(C#N)c(NCc3ccco3)o2)cc1,1.0,-16,-14,3,-4,-2,1,2,0,-18,-0.4
COCCCn1c(SCC(=O)Nc2cccc(C)n2)nnc1-c1ccco1,0.1,8,-17,-17,-6,-3,3,-3,-3,6,0.6

# (listing goes on)
SMILES,CDK5 inh,Mot1-301 SUMO,PvdQ acylase,Rtt109 Vps75,Cardiac RTF inh,NSD2 inh,RTF Ca sens act,Keap1 Nrf2 FP,dFosB act,PfHsp90 yeast 2,C-LANA FP
O=C(O)c1cccnc1,-3.0,3,-6,2,2,/,4,i,3,6,1.7
CN(C(=O)CN1C(=O)/C(=C/c2ccccc2Cl)SC1=S)C1CCS(=O)(=O)C1 (centres undefined),/,13,3,-5,-1,-4,0,1,4,2,-0.8
CC(C)(C)NNC(=S)Nc1cccc(C(F)(F)F)c1,-0.8,-3,-1,-4,-4,0,4,1,-2,-12,-0.8
COC(=O)[C@@]1(Cc2ccc(OC)cc2)[C@@H]2C(=CC(=O)[C@H]2CC(=O)C(=O)N2CCCC2)CN1C(=O)c1ccccc1,0.7,31,-18,-1,-1,/,16,-24,-13,2,-0.4
COc1ccccc1OC(C)C(=O)N1CC(=O)Nc2ccccc21 (centres undefined),0.0,-7,2,5,2,4,-6,2,0,-12,0.5
C=CCNC(=O)/C(C#N)=C/c1ccc2c(c1)OCCO2,2.6,-4,-7,3,-6,0,2,-2,-3,-4,-0.9
COc1ccc(CCNCCN2CCOCC2)cc1,-0.8,-7,-2,-4,-7,19,10,-3,7,3,-4.1
O=C(C1CC(=O)N(c2ccccc2)C1)N1CCN(c2ccccc2)CC1 (centres undefined),2.0,1,-8,-3,4,-2,-4,-1,5,2,-1.3
CC1SC(C)C(=O)N(CC(=O)NC2CCCCC2)C1=O (centres undefined),-2.0,/,-4,1,1,-2,-2,-9,-8,2,1.0
Nc1ccc2[nH]c(=S)[nH]c2c1,-1.6,/,-7,3,-2,0,-5,0,2,-9,-0.2
COc1ccccc1C(=O)OCC#CCSc1nnc(-c2cccc3ccccc23)o1,-1.1,6,1,-5,4,/,-3,-4,1,-9,-0.5
Cc1cc(C)c(S(=O)(=O)N2CCOCC2)c(C)c1N(C)S(=O)(=O)c1ccccc1,0.1,3,-8,-1,-9,1,4,0,-10,-5,1.5
Cn1cc(Br)c(C(=O)NC2CCCCC2)n1,0.0,12,-11,-5,-6,0,-1,-1,0,-19,-0.3
O=[N+]([O-])c1cc(C=NN2CCCCCC2)ccc1Cl,-0.3,/,7,-3,4,2,-6,2,2,/,0.5
